High-throughput results as filed in PubChem.
VEEV TC-83 Vero = inhibitors of VEEV TC-83 cytopathic effect, confirmation, Vero cells (AID 588727) | 0.13% of 350,000 active | Vero cells, VEEV TC-83 cytopathic effect inhibition; higher % means a stronger effect | inhibition, % at 20 µM, or IC50 in µM where a hit was titrated; in the data active means a potency from the dose series; inconclusive means inhibition mostly from about 14% at the one dose, without a potency; inactive means the rest, 99 in 100 with inhibition below about 12%; further: strong numbers were not always called active
M. tuberculosis HTS = M. tuberculosis growth inhibition, HTS (AID 449762) | 0.59% of 330,000 active | inhibition, % at 25 µM; hits with a dose series show IC50 in µM | M. tuberculosis H37Rv growth inhibition, 7H9 media; higher % means a stronger effect; in the data active means a potency from the dose series; inconclusive means inhibition above about 70% without an active follow-up result;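 further: bacterial growth assessed after seven days of incubation; strong numbers were not always called active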
PhoP GFP inhibition = Inhibition of PhoP regulon, Salmonella typhi GFP reporter cells, confirmation, 4 h (AID 1850); inhibition, % at 50 µM; hits with a dose series show IC50 in µM; 0.33% of 310,000 active; Salmonella Typhi PhoP-promoter GFP reporter, fluorescence, 4 h; higher % means a stronger effect; in the data active means a potency from the dose series; inconclusive means inhibition mostly from about 25% at the one dose, without a potency; inactive means the rest, 99 in 100 with inhibition below about 19%;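 further: 0% = induced wells with vehicle and 100% = uninduced wells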
M. tuberculosis = growth inhibition of non-replicating M. tuberculosis (AID 488890); Mycobacterium tuberculosis non-replicating, growth inhibition; higher % means a stronger effect; inhibition, % at 25 µM, or IC50 in µM where a hit was titrated; 0.39% of 320,000 active; in the data active means a potency from the dose series; inconclusive means inhibition mostly from about 82% at the one dose, without a potency; inactive means the rest, 99 in 100 with inhibition below about 76%;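 further: plate controls were DMSO cells for no effect and high antibiotic wells for full effect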
H1N1 NS1A inhibition = NS1A inhibition, H1N1 influenza, cell based functional assay (AID 504329); NS1A functional cell-based assay, percent inhibition; higher % means a stronger effect; inhibition, % at 12.5 µM, or IC50 in µM where a hit was titrated; 0.3% of 340,000 active; in the data active means a potency from the dose series; inconclusive means inhibition above about 27% without an active follow-up result; further: strong numbers were not always called active
VEEV TC-83 Vero 10K pilot screen = recorded beside VEEV TC-83 Vero, whose call it bears; inhibition, %; measured here: 10K pilot screen inhibition
* marks the source's active call; other numbers are inactive results; i = inactive; u = inconclusive; x = not tested or not shown.

SMILES	VEEV TC-83 Vero	M. tuberculosis HTS	PhoP GFP inhibition	M. tuberculosis	H1N1 NS1A inhibition	others
Cc1cc(Br)ccc1S(=O)(=O)n1ccnc1C	i	-3%	-7%	-14%	-8%
COc1ccc(C2C(C(=O)c3ccccc3)=C(C)Nc3nc4ccccc4n32)cc1OC (configuration not stated)	6.3%	-10%	-5%	x	32%
O=C(CSc1ncnc2c1oc1ccccc12)Nc1ccccc1F	0.3%	-9%	x	5%	2%
Cc1cc(C)c(NC(=S)N(CCN2CCCCC2)Cc2ccco2)c(C)c1	i	-7%	-1%	18%	0%
O=S1(=O)CC2(N3CCOCC3)CCCCCCC21 (configuration not stated)	i	3%	-3%	-3%	3%
Cc1cc(C(=O)N/N=C/c2cccc3ccccc23)c(C)o1	3.5%	8%	-6%	6%	-5%
COC1CCCN(C(=O)c2cccc(OC3CCN(S(C)(=O)=O)CC3)c2)C1 (configuration not stated)	2.3%	1%	-3%	2%	0%
O=C(c1cn2ccccc2n1)N1CCCC(Nc2ccc(F)c(F)c2)C1 (configuration not stated)	2.6%	-5%	-10%	0%	-6%
O=C(CCc1nc(-c2ccccc2Cl)no1)NCc1ccco1	0.1%	-2%	10%	x	-3%
O=C(NC1CCCC1)c1cccc(S(=O)(=O)N2CCCCC2)c1	0.7%	-9%	1%	-4%	3%
COc1ccc(CNC(=O)C2CCC(CNc3c(N4CCC(C)CC4)c(=O)c3=O)CC2)cc1 (configuration not stated)	0.1%	-6%	19%	15%	3%
Cc1ccc(C)c(N(C(=O)c2csnn2)C(C(=O)NC2CCCCC2)c2cccnc2)c1 (configuration not stated)	i	6%	-22%	-4%	-4%
O=C(Nc1ccc2ccccc2c1)Nc1ccc2snnc2c1	u	-1%	4%	57%	3%
CN(C)C(=S)c1ccc(N(C)C)cc1	2.5%	1%	0%	6%	-10%
CC1(C)N=C(SCC(=O)Nc2ccc(Cl)cc2Cl)C(c2ccccc2)=N1	6.1%	4%	1%	22%	8%
Cc1c(C(=O)Nc2ccc(Cl)cn2)oc2ccccc12	i	4%	-5%	10%	12%
C=CCNC(=O)c1snnc1-c1ccccc1	i	-6%	15%	-10%	-4%
CN1CCc2c(sc3c2C(=O)NC(c2cccs2)N3)C1 (configuration not stated)	2.2%	-1%	22%	14%	1%
Cn1ncc(C#N)c1/N=C/N1CCCCC1	0.4%	-4%	-9%	-7%	6%
O=C1OC[C@@H]2CCCN2C(=O)[C@H](CC(=O)N(CCO)Cc2ccccc2)C/C=C\C[C@H]1Cc1ccc(F)cc1	0.8%	-5%	x	40%	-9%
CC(=O)c1ccc(NC(=S)NC(=O)c2c(Cl)c(C)nn2C)cc1	1.2%	-4%	-3%	21%	0%
Cc1nc2sccn2c(=O)c1S(=O)(=O)N1CCN(c2ccccc2)CC1	2.3%	-6%	-4%	-14%	-9%
O=C(CNC(=O)c1ccco1)NCc1nc2ccccc2[nH]1	0.2%	-6%	8%	-8%	-6%
CC(=O)Nc1sc2c(c1C(c1ccc(F)cc1)N1CCOCC1)CCCC2 (configuration not stated)	i	-11%	-4%	23%	7%
Cc1ccc2c(c1)nnn2C1CCN(S(=O)(=O)c2ccc(C(=O)N3C(C)CCCC3C)cc2)CC1 (configuration not stated)	4.1%	u	-3%	42%	-3%

A draw from above in order of formula weight, falling.
SMILES	VEEV TC-83 Vero	M. tuberculosis HTS	PhoP GFP inhibition	M. tuberculosis	H1N1 NS1A inhibition	others
O=C1OC[C@@H]2CCCN2C(=O)[C@H](CC(=O)N(CCO)Cc2ccccc2)C/C=C\C[C@H]1Cc1ccc(F)cc1	0.8%	-5%	x	40%	-9%
Cc1ccc(C)c(N(C(=O)c2csnn2)C(C(=O)NC2CCCCC2)c2cccnc2)c1 (configuration not stated)	i	6%	-22%	-4%	-4%
Cc1cc(C)c(NC(=S)N(CCN2CCCCC2)Cc2ccco2)c(C)c1	i	-7%	-1%	18%	0%
O=C(CCc1nc(-c2ccccc2Cl)no1)NCc1ccco1	0.1%	-2%	10%	x	-3%
CN1CCc2c(sc3c2C(=O)NC(c2cccs2)N3)C1 (configuration not stated)	2.2%	-1%	22%	14%	1%
Cc1c(C(=O)Nc2ccc(Cl)cn2)oc2ccccc12	i	4%	-5%	10%	12%
Cn1ncc(C#N)c1/N=C/N1CCCCC1	0.4%	-4%	-9%	-7%	6%

Quoted at random: 2 compounds from above.
SMILES	VEEV TC-83 Vero	M. tuberculosis HTS	PhoP GFP inhibition	M. tuberculosis	H1N1 NS1A inhibition	others
Cc1ccc(C)c(N(C(=O)c2csnn2)C(C(=O)NC2CCCCC2)c2cccnc2)c1 (configuration not stated)	i	6%	-22%	-4%	-4%
C=CCNC(=O)c1snnc1-c1ccccc1	i	-6%	15%	-10%	-4%

The main list resumes; the 3 compounds before the break are reprinted first.
SMILES	VEEV TC-83 Vero	M. tuberculosis HTS	PhoP GFP inhibition	M. tuberculosis	H1N1 NS1A inhibition	others
O=C(CNC(=O)c1ccco1)NCc1nc2ccccc2[nH]1	0.2%	-6%	8%	-8%	-6%
CC(=O)Nc1sc2c(c1C(c1ccc(F)cc1)N1CCOCC1)CCCC2 (configuration not stated)	i	-11%	-4%	23%	7%
Cc1ccc2c(c1)nnn2C1CCN(S(=O)(=O)c2ccc(C(=O)N3C(C)CCCC3C)cc2)CC1 (configuration not stated)	4.1%	u	-3%	42%	-3%
Cc1nc2sccn2c1P(c1c(C)nc2sccn12)c1c(C)nc2sccn12	1.1%	-3%	-6%	-27%	5%
COc1ccc(OCCNC(=O)CCCO)cc1	0.1%	-4%	-16%	-9%	1%
COc1ccc(S(=O)(=O)N2CCN(CC(=O)Nc3ccc(C)c(F)c3)CC2)cc1	5.2%	x	x	x	1%
Cc1ccc(Cl)cc1NC(=S)NCCCSC1CCCCC1	0.2%	8%	9%	u	3%
O=C(NCc1ccccc1)c1noc2c1CCCC2	2.8%	-8%	-3%	21%	21%
Cc1ccc(S(=O)(=O)N2CCOCC2)cc1NC(=O)COC(=O)CCOc1ccc(C(C)(C)C)cc1	0.7%	0%	15%	4%	0%
O=[N+]([O-])c1ccc(Cl)c(S(=O)(=O)N2CCCCCC2)c1	i	6%	-5%	36%	7%
COc1ccc([C@H]2CC(=O)C=C(c3cccc(OC)c3)C2)cc1	3.9%	9%	x	33%	-21%
COc1ccc(CN(C(=O)c2ccc(-c3ccccc3)[nH]2)C(C(=O)NC(C)(C)C)c2ccncc2)cc1 (configuration not stated)	2.8%	u	-8%	56%	3%
Cc1cccc(NC(=S)NC(=O)c2ccc(Br)o2)c1C	7.1%	3%	-2%	56%	-7%
C[C@@H]1CC[C@]2(C(=O)O)CC[C@]3(C)C(=CCC4[C@@]5(C)CC[C@H](O)[C@@](C)(C(=O)O)C5CC[C@]43C)C2[C@]1(C)O (some centres not stated)	0.9%	-2%	x	5%	1%
Nc1c(Cl)ncnc1N/N=C/c1ccc2ccccc2n1	u	44%	8%	u	8.4µM*
CC(=O)NC(=O)c1nnn(Cc2ccccc2)c1NC(C)=O	i	-3%	-2%	-8%	2%
O=C(Nc1cc(S(=O)(=O)N2CCOCC2)ccc1Cl)c1cc(=O)c2ccccc2o1	7.8%	-8%	-8%	8%	-9%
O=C(Cn1ncc2c3ccccc3n(Cc3ccc(Cl)cc3)c2c1=O)NCCCN1CCCC1=O	0.1%	8%	0%	-2%	-10%
COc1ccc(NC2=NC(=S)N(c3cccc(C)c3)C23CCCCC3)cc1	5.7%	-9%	-10%	-7%	4%
CC(C)C(=O)Nc1nnc(NC(=S)Nc2ccccc2)s1	8.9%	-11%	11%	u	0%
COc1ccc(OC)c(NC(=O)C2CCCN(S(=O)(=O)c3c(C)nn(C)c3C)C2)c1 (configuration not stated)	i	-14%	0%	2%	5%
CC(C)NC(=O)c1ccccc1NC(=O)C1CC(=O)N(C(C)C)C1 (configuration not stated)	i	-3%	-8%	5%	-11%
CCOC(=O)c1cnc2cc(F)c(F)cc2c1N1CCN(C)CC1	0.2%	-6%	-5%	3%	21%
CCOCCOC(=O)c1ccc(-n2cncn2)nc1	0.2%	-10%	20%	x	-16%
COc1ccc(CC(=O)N2C[C@H]3C[C@@H](C2)c2cccc(=O)n2C3)cc1	0.2%	-8%	9%	-13%	-7%
COC(=O)c1cccc(NC(=O)CSc2nncn2-c2ccccn2)c1	1.0%	-5%	10%	-22%	15%
Cc1ccc(-c2cc(C(=O)N/N=C/C(Br)=C/c3ccccc3)n[nH]2)o1	8.0%	u	-8%	66%	1%
CCCC(C)NC(=O)Cc1ccccc1[N+](=O)[O-] (configuration not stated)	0.7%	-2%	-1%	11%	-6%

Continuation:
SMILES	VEEV TC-83 Vero	M. tuberculosis HTS	PhoP GFP inhibition	M. tuberculosis	H1N1 NS1A inhibition	others
C/C(=N\Nc1ccccn1)c1ccc(C(C)C)cc1	i	19%	11%	61%	5%
COc1ccccc1NS(=O)(=O)c1cccc(NC(=O)c2[nH]c(C)c(C(C)=O)c2C)c1	12%	-1%	13%	20%	4%
Nc1c(C(=O)NCc2ccc(Cl)cc2)sc2nc3c(c(C(F)(F)F)c12)CCC3	i	u	-1%	u	-12%
CCN(CC)C(=O)Cn1cc(S(=O)(=O)CC(=O)NCc2ccc(F)cc2)c2ccccc21	3.9%	-4%	-5%	0%	-7%
COc1ccc(CNC(=O)C2CCN(C(=O)c3ccc(F)cc3)CC2)cc1OC	2.4%	6%	x	4%	-8%
CCOC(=O)CC1C(=O)NCCN1Cc1cccc(C(F)(F)F)c1 (configuration not stated)	3.4%	-5%	-3%	x	0%
O=C(Cn1c(COc2ccc(Cl)cc2)nc2ccccc21)NCC(F)(F)F	1.1%	-3%	-6%	7%	-2%
CCCCCCC(O)(c1ccccc1)C(CN1CCOCC1)c1ccccc1 (configuration not stated)	i	16%	8%	-3%	-2%
COc1ccc2c(c1)c(=O)oc1cc3occ(C(C)(C)C)c3cc12	3.3%	-6%	20%	-12%	4%
CCn1c(Cc2cccn2C)nnc1SCC(=O)c1ccc(C)cc1	0.6%	4%	0%	72%	3%
Cn1c(NC(=O)c2ccc(Cl)cc2)c(-c2ccccn2)c(=O)c2ccccc21	3.6%	-5%	0%	2%	4%
CC(C)(C)NC(=O)NC(=O)COC(=O)Cc1c(Cl)cccc1Cl	i	-10%	2%	27%	0%
COc1ccc(CC(=O)Nc2cccc(/C(C)=N/NC(=O)c3cccc([N+](=O)[O-])c3)c2)cc1	7.9%	10%	-4%	41%	24%
CC(Oc1ccc(Br)cc1)C(=O)Nc1cc(Cl)ccc1N1CCN(C)CC1 (configuration not stated)	4.2%	u	8%	-11%	7%
COCCCN(C)C1CCN(C(=O)Nc2ccc(F)cc2)CC1	i	-7%	-6%	-14%	-1%
Cc1c(CCC(=O)O)c(=O)oc2c(C)c(OCc3ccccc3Cl)ccc12	0.1%	3%	-9%	6%	-17%
Clc1ccc(CN2CCc3c([nH]c4ccccc34)C2)cc1Cl	1.1%	3%	36µM*	13%	20%
Cc1cc(NC(=O)CCCn2nc([N+](=O)[O-])c(Br)c2C)no1	1.2%	8%	10%	-1%	3%
Cc1cc(C)nc(N2CCN(C(=O)c3ccc(S(=O)(=O)N4CCCCCC4)cc3)CC2)n1	1.8%	-2%	-3%	2%	-1%
O=C(CSc1nc2[nH]ncc2c(=O)[nH]1)Nc1cccc([N+](=O)[O-])c1	1.5%	-13%	2%	-10%	-5%
O=C1CN(C(=O)COC(=O)c2cc(S(=O)(=O)N3CCOCC3)ccc2Cl)c2ccccc2N1	9.2%	-11%	13%	-17%	10%
CN(C(=O)c1ccccc1Cl)c1ccccc1	0.7%	-6%	-3%	6%	25%
CC(C)c1ccc(S(=O)(=O)N2CCN(CC(=O)Nc3ccc(Cl)cc3F)CC2)cc1	3.0%	4%	x	2%	2%
CCOC(=O)CCn1c(=O)c2c(nc(Br)n2Cc2ccccc2)n(C)c1=O	2.8%	-2%	-8%	2%	7%
O=C(NNC(=O)c1cccnc1)NC1CCCCC1	1.5%	-7%	-6%	5%	9%
COc1cc(CN2CCN(Cc3ccccc3C(F)(F)F)CC2)cc(OC)c1OC	i	7%	-15%	3%	-16%
CC(Sc1nnc(Cc2cccs2)n1C1CCCCC1)C(=O)N1CCc2ccccc21 (configuration not stated)	9.4%	1%	-5%	18%	-9%	VEEV TC-83 Vero 10K pilot screen=0.7
COc1ccc(Nc2oc(COc3ccc(Cl)cc3)nc2C#N)cc1	1.6%	0%	-4%	24%	6%

Random draw from the library. Share with any hit: about 1.5%.
